# Source: PubChem BioAssay
# PP5 inh: PP5 (human) phosphatase inhibition; purified PP5c, OMFP substrate fluorescence; P53041; AID 1987; inhibition, % at 6.7 µM; 0.18% of 320,000 active;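 active = inhibition above the campaign's mean inhibition across all tested compounds plus 3 SD, cut at about 9.5% in these data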;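 also: 0% = DMSO only and 100% = 100 µM cantharidin control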
# Target sequence (P53041 whole entry, looked up): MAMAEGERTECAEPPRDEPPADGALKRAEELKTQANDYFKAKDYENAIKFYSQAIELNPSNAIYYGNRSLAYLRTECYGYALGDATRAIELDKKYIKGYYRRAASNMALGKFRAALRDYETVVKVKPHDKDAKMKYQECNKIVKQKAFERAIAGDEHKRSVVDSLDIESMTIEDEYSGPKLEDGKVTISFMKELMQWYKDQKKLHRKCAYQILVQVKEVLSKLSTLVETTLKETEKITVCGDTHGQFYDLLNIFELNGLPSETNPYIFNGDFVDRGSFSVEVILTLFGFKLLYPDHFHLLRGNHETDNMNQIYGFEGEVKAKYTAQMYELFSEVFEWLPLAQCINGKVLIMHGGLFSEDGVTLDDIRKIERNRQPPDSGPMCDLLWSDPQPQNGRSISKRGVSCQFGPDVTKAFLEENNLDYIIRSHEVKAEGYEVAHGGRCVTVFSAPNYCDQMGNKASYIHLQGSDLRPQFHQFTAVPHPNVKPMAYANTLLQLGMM
# LYPLA2 counter: LYPLA2 (human) inhibition in PME1 counter-screen; O95372; recombinant LYPLA2, FP-Rh probe fluorescence polarization; inhibition, % at 5.9 µM; 0.38% of 320,000 active; AID 2177;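 active = inhibition above the screen-wide mean plus 3 SD, limit set per campaign, cut at about 26% in these data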;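 also: 0% = LYPLA2 with DMSO and 100% = wells lacking LYPLA2 enzyme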
# Target sequence (O95372 whole entry, looked up): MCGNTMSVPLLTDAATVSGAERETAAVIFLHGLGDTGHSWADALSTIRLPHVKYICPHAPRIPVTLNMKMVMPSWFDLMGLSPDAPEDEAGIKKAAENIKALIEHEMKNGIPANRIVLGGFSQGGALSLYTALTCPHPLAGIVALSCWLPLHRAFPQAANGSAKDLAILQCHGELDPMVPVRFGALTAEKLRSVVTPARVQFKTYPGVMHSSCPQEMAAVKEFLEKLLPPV
# Efflux pump inh: inhibitors of Candida antifungal efflux pumps expressed in yeast; S. cerevisiae Candida pump triplex, Nile Red efflux; inhibition, % at 10 µM; 0.44% of 330,000 active; AID 485275;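 active = plate passing quality check with inhibition over a set limit, or well fluorescence over plate mean plus 4 SD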;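 also: Nile Red retained in pooled yeast measured as flow cytometry median fluorescence; 0% = buffer negative control and 100% = Enniatin B positive control; higher means more Nile Red kept so more efflux inhibition; some compounds called inactive have numbers as strong as hits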
# HCV core dimer: blocks dimerization of HCV core protein; AID 1899; 0.33% of 300,000 active; TR-FRET GST/Flag-core106 dimerization, 1536-well; inhibition, % at 5 µM;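 active = inhibition above the mean of all tested compounds plus 3 SD, set per screening campaign, cut at about 45% in these data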
#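 System: GST-tagged and Flag-tagged HCV core protein residues 1-106 / Input: core106 proteins, GST 13.5 nM and Flag 17 nM / Buffer or medium: KF-containing HEPES buffer, pH 7.45, DTT, CHAPS, BSA / Probe or stimulus: Eu-anti-GST and XL665-anti-Flag labelled anti-tag antibodies / Schedule: 4 h, 22.5 °C incubation / Technique: TR-FRET 671 and 617 nm emission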
# CTSL1 counter: counter-screen for PFM18AAP inhibitors: inhibitors of F. hepatica cathepsin L1; recombinant F. hepatica cathepsin L1, Z-Leu-Arg-MCA fluorescence; inhibition, % at 5.96 µM; 0.49% of 300,000 active; AID 1906;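 active = inhibition above the mean of all tested compounds plus 3 SD, set per screening campaign, cut at about 17% in these data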;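 also: 0% = plate median of test compound wells and 100% = 1 µM Z-Phe-Ala-diazomethylketone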
# PREPL inhibitor: inhibitors of human prolyl oligopeptidase-like enzyme PREPL; Q4J6C6; recombinant PREPL, fluorescence polarization activity-based probe; inhibition, % at 5.96 µM; 0.68% of 320,000 active; AID 2751; in the data active = inhibition above about 43%;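 also: 0% = enzyme with DMSO and 100% = wells lacking enzyme; many of its hits are not listed in these tables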
# PP1 inh: blocks human PP1-alpha phosphatase, a PP5 counter-screen. purified PP1alpha, OMFP fluorescence. 0.9% of 320,000 active. P62136. inhibition, % at 6.7 µM;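 active = inhibition above the mean inhibition of all tested compounds plus 3 SD, computed separately for each screening campaign, cut at about 15% in these data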
# Target sequence (P62136 whole entry, looked up): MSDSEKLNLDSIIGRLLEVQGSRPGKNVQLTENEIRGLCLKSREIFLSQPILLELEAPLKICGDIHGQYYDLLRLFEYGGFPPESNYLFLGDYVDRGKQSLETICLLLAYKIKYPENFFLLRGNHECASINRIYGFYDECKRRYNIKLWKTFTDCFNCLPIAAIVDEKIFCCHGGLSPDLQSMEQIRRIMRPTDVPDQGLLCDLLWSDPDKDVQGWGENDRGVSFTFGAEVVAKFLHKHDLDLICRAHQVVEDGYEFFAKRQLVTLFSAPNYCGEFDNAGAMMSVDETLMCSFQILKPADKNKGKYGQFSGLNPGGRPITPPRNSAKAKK
# GASC-1 inh: inhibitors of human GASC-1 (JMJD2C) demethylase; Q9H3R0; GST-JMJD2C(1-420) H3K9me3 demethylation, DELFIA europium; inhibition, % at 2.35 µM; 0.069% of 330,000 active;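 active = more than half of a compound's replicate wells show inhibition beyond 50%, single wells judged on their own value; inconclusive = some, but no more than half, of replicates pass 50% inhibition; inactive = no replicate passes 50% inhibition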;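 also: signal counts dimethyl H3K9 product captured on neutravidin plate; 0% = median of DMSO wells and 100% = 0.3 times that DMSO median; strong numbers were not always called active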
# TPT1 inh: blocks Candida albicans tRNA 2'-phosphotransferase; inhibition, % at 5 µM; 0.81% of 300,000 active; recombinant caTPT1, FP RNA substrate dephosphorylation;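 active = inhibition above the mean of all tested compounds plus 3 SD, set per screening campaign, cut at about 24% in these data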;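 also: plate controls were DMSO alone for no effect and ferristatin control at 100 nM for full effect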
# The depositor's hits bear a star; i = inactive; u = inconclusive; x = no result given. Only part of the results is shown; rates above refer to the full screens.
canonical_smiles,Efflux pump inh,HCV core dimer,CTSL1 counter,TPT1 inh,PREPL inhibitor,PP1 inh,LYPLA2 counter,GASC-1 inh,PP5 inh
CSC1=NSC2=NC(=O)/C(=C\c3cccs3)C(=N)N12,-0.2,-5.1,4.2,1.8,6.7,-1.5,-0.1,1.3,-0.7
Cc1ccc(C(=O)c2cnc3cc4c(cc3c2S(=O)(=O)c2ccccc2)OCCO4)cc1,0.0,11.8,3.1,2.5,26.4,0.1,-6.3,-2.7,2.5
CN(C)CCCNC(=O)C1CCNCC1,-0.1,-3.2,-0.5,-4.3,3.4,-4.4,1.4,6.3,2.1
Cc1ccc(S(=O)(=O)NNC(=O)/C=C/c2cccc(F)c2)cc1,-0.3,-10.4,-2.9,-5.8,-18.5,-1.4,0.7,2.2,-0.8
Cc1ccc(S(=O)(=O)NNC2=NCCCCC2)cc1,-0.1,-4.4,3.0,-2.3,10.5,-1.1,5.4,-2.2,1.9
CCOc1cc2c3c(c1)C1(Nc4ccccc4S1)C(=O)N3C(C)(C)CC2C (stereo not given),-0.1,7.8,2.7,0.6,14.7,3.7,3.7,7.8,2.0
O=C(Cc1ccc2c(c1)CCCC2)Nc1ccccc1Cl,0.0,2.5,-0.8,-0.3,25.5,3.6,-4.5,1.6,-0.5
NC(=O)c1cc(Br)cc2c3c([nH]c12)CCCC3,-0.1,2.9,-6.0,-2.6,3.7,3.9,-1.8,-4.4,5.6
CCCn1c(N)c(C(=O)CSc2nnc3n2CCCCC3)c(=O)n(C)c1=O,0.0,x,x,x,4.9,-6.7,-5.2,11.2,-1.4
CCCCc1c(O)nc(SCC(=O)N2CCOCC2)n(-c2ccccc2OC)c1=O,-0.2,-14.5,12.6,-1.9,6.9,-7.4,-7.6,103.2,-10.2
Cc1nnc(NC(=O)CSc2nnc(CNC(=O)c3ccccc3)n2-c2ccccc2)s1,0.5,1.2,-0.9,1.8,11.9,0.0,0.3,-25.8,4.1
Cn1ncc(Cl)c1C(=O)Nc1cccnc1,0.1,-4.4,0.0,4.2,13.2,-5.1,-1.7,-1.9,-0.3
Fc1cccc2ncnc(OCc3ccccc3)c12,0.0,7.0,-3.2,-0.9,0.9,-8.5,6.5,0.3,1.0
COc1cc(/C=C/C(=O)c2ccc3c(c2)OCO3)cc(OC)c1OC,0.7,x,x,x,13.9,-0.5,2.4,6.2,4.2
COC(=O)c1sccc1NC(=O)CSc1nnnn1-c1ccccc1F,0.0,13.1,2.6,4.0,-7.4,-1.6,-5.3,-8.6,3.0
O=C(CSc1nnc(-c2ccccc2Cl)o1)Nc1ccc2c(c1)OCCO2,0.1,4.3,0.6,-0.5,-17.2,3.4,-3.5,6.6,0.5
COCCCNC(=S)NNC(=O)c1ccc(S(=O)(=O)N2CCC(C)CC2)cc1,-0.1,-3.6,-0.4,-1.2,-4.3,-0.2,3.1,1.6,1.6
S=C1NC[C@H](Cc2ccccc2)N1CCc1cccc2ccccc12,0.2,3.5,-1.3,3.3,-54.4,1.6,-9.1,2.2,-1.0
O=C(O)COc1ccc(S(=O)(=O)N2CCCC2)cc1,0.0,5.4,1.8,-0.4,1.7,-4.7,-8.9,i,-1.8
CCCn1c(N)c(N(CCOC)C(=O)C2CCCC2)c(=O)[nH]c1=O,0.0,x,x,x,11.0,-0.4,3.3,7.7,-1.2
O=C(NCc1ccco1)C1CCCN1C(=O)NCc1ccccc1 (stereo not given),-0.1,-5.4,-1.1,0.1,-5.0,-5.2,1.2,3.7,1.9
CCOC(=O)c1cc(-c2ccccc2)nn1CC1CC(c2cccc([N+](=O)[O-])c2)=NO1 (stereo not given),-0.3,8.8,-0.5,-0.8,-12.4,1.9,2.2,8.9,1.5
Cc1cc(C)c2nc(N(CCCN(C)C)C(=O)c3ccc(S(=O)(=O)N4CC(C)OC(C)C4)cc3)sc2c1 (stereo not given),-0.1,-8.9,7.8,-1.0,-5.5,-1.7,4.5,u,1.4
CCc1ccc(CC2(O)CC(C)N(C)CC2C)cc1 (stereo not given),-0.5,2.3,-0.6,-2.4,26.2,0.0,8.0,24.6,-2.6
Cc1cc(=O)[nH]c(SCCc2ccccc2)n1,-0.2,-10.7,3.9,-3.0,23.3,-0.9,-0.1,-7.2,1.1
CCn1c(SCC(=O)Nc2ccc(S(=O)(=O)Nc3onc(C)c3C)cc2)nnc1-c1ccccc1,0.0,3.1,-1.0,1.2,1.5,-2.1,-2.5,2.8,-1.0
CCCn1c(N)c(N(CCOC)C(=O)c2ccc(F)cc2)c(=O)[nH]c1=O,0.3,-5.8,-7.2,1.6,0.6,-3.4,-11.4,-6.1,-5.7
COc1ccc(S(=O)(=O)NCCCCOc2ccc(Cl)cc2)cc1,-0.1,6.6,2.3,4.1,-55.3,1.9,3.1,-9.7,5.3
CC(NC(=O)Cc1c(F)cccc1Cl)C1CCCO1 (stereo not given),-0.1,3.0,6.3,1.2,5.7,-5.0,1.6,10.4,-1.8
Cn1cc(Cl)c(C(=O)OCC(=O)Nc2nc(-c3ccc(Br)cc3)cs2)n1,0.0,11.6,0.1,0.5,-22.3,5.1,-0.3,54.3,4.4

# New compounds follow:
canonical_smiles,Efflux pump inh,HCV core dimer,CTSL1 counter,TPT1 inh,PREPL inhibitor,PP1 inh,LYPLA2 counter,GASC-1 inh,PP5 inh
C[C@H](NC(CCc1ccccc1)C(=O)O)C(=O)N1CCC[C@H]1C(=O)O (stereo not given in full),0.2,-7.7,2.2,-0.9,11.1,-4.1,-3.9,14.6,-1.6
O=C(CSc1nnc(-c2ccc(S(=O)(=O)N3CCCC3)cc2)o1)NCc1ccccc1,0.1,-2.0,-1.4,-2.9,3.1,-1.5,4.9,-12.8,2.0
O=C(CCC1CCCN(C(=O)C2CCCC2)C1)NCc1ccc(F)c(F)c1 (stereo not given),0.2,0.7,-2.3,-1.2,1.5,-1.1,-2.9,10.3,0.0
N/C(=N\NC(=O)c1sccc1OCc1ccc(Cl)cc1Cl)c1ccccn1,-0.2,3.3,-2.4,-1.1,14.8,7.9,-1.6,42.5,2.8
CCOC(=O)C1CCN(C(C)=C2C(=O)c3ccccc3C2=O)CC1,0.1,-1.6,-4.3,1.9,3.9,-1.7,0.8,-3.2,3.0
Cc1ccc(OCC(=O)N2c3ccccc3CC2C)c([N+](=O)[O-])n1 (stereo not given),-0.1,-5.5,-2.5,-0.8,-1.4,-3.2,14.0,-16.9,2.5
COc1ccc(Cc2nnc(Nc3ccc(C)cc3)o2)cc1OC,0.1,0.4,-5.6,1.2,-21.6,-3.7,3.1,2.9,4.3
COc1ccccc1N(CC(=O)NC1CCCCC1)C(=O)CCC(=O)Nc1nccs1,0.0,9.9,-2.7,1.8,6.1,-1.1,3.4,5.0,2.4
Cc1ccc(C(=O)CSc2ccc(-c3ccncc3)nn2)cc1,0.0,3.6,5.3,0.6,-27.1,-5.9,2.6,5.1,-2.2
NC(=O)C1=C[C@@H](C2CCCCC2)C[C@@H](OCc2ccc(CO)cc2)O1,0.1,-12.8,-2.0,-0.3,2.6,-2.2,-2.3,-41.6,5.5
O=C(Nc1nnc(-c2cccs2)o1)c1ccc(S(=O)(=O)N2CCOCC2)cc1,-0.1,-4.8,1.2,0.8,-6.2,4.8,5.2,-7.4,0.9
S=C(Nc1ccccc1)N1CCCN1c1ccccc1,0.0,-3.8,-0.1,-3.1,12.1,-0.9,5.1,-4.9,3.0
Cc1ccc(-c2c(C)sc3ncn(CC(=O)N4CCOCC4)c(=O)c23)cc1C,-0.1,-2.8,-0.2,-1.4,10.5,-5.7,5.6,-11.7,-1.0
COc1ccccc1CNC(=O)CCC(=O)N1CCOc2ccc(Cl)cc21,0.3,-6.4,4.6,1.2,-2.9,0.0,-5.2,15.9,0.6
COCCCNC(=S)NNC(=O)c1cccnc1,0.0,-0.4,-1.4,-0.9,-10.8,0.7,5.4,-24.8,1.2
Cn1nnnc1SCC(=O)N1CCN(C(c2ccccc2)c2ccccc2)CC1,0.3,2.4,-0.1,-1.4,-1.6,1.3,-3.8,-1.6,0.1
COCCN(CCOC)Cc1c(O)ccc2c1O/C(=C\c1ccco1)C2=O,-0.3,-4.6,1.0,-23.5,-14.2,-2.9,-1.8,0.1,5.8
O=C(NCCc1ccccn1)c1ccc(NS(=O)(=O)c2ccc(F)cc2)cc1,0.1,1.7,-0.4,-4.7,-1.6,-1.5,-7.8,-16.7,0.1
CN(C)S(=O)(=O)c1ccc(C(=O)NCCc2ccco2)cc1,-0.1,8.6,-0.3,-0.7,-5.8,-1.0,3.4,-3.1,3.8
CCOc1ccc(NC(=O)Nc2cccn(Cc3ccccc3)c2=O)cc1,0.1,6.9,-0.3,3.3,14.7,4.4,0.6,5.7,3.6
CN(CC(=O)Nc1ccc(F)c(F)c1F)C(=O)c1ccc2c(c1)OCCO2,0.2,-1.9,0.4,-1.2,5.5,-4.5,0.3,-8.5,-0.5
COc1ccc(CCNC(=O)C2CCN(C(=O)c3ccc(F)cc3)CC2)cc1,0.1,2.1,2.4,6.5,3.5,-2.8,5.7,2.0,1.0
CCCCC(=O)NC(NC(=O)CCCC)c1ccc(OCC(C)C)c(OC)c1,-0.4,0.4,-0.9,-3.4,-3.5,-5.0,-1.2,-9.6,-1.2
COc1ccc(-c2noc(CN(C)C(=O)c3ccco3)n2)cc1,0.0,2.9,1.1,0.8,-6.7,1.6,-2.0,-2.7,1.9
CCOC(=O)N1CCN(S(=O)(=O)c2cccc3nonc23)CC1,-0.1,0.5,-4.1,-4.5,-3.1,-2.4,5.4,1.4,1.5
COc1ccc(Br)cc1/C=C\C(=O)NCc1cccnc1,-0.1,-0.7,3.7,1.0,3.2,-0.2,-4.5,13.9,0.1
Cc1ccc(C2=NN(CCC#N)C(=O)CO2)cc1,-0.2,2.2,-2.0,2.8,-9.4,-3.1,-3.7,-28.3,3.1
CCCC(=O)NC(=S)N1CCN(c2ccc([N+](=O)[O-])cc2)CC1,0.7,-14.0,1.7,-0.6,-13.4,3.5,-5.9,-7.7,2.9
Cc1cc(C)c(C(=O)c2ccc(C(=O)N(C(C)C)C(C)C)cc2)c(C)c1,0.0,3.5,-2.3,-3.3,16.6,2.3,7.6,7.4,4.8
CCC/C(O)=C1\C(=O)CC(c2ccccc2)CC1=NCCc1c(C)[nH]c2ccc(C)cc12 (stereo not given),0.1,21.0,-1.7,-1.2,7.8,0.9,2.6,-14.1,4.7
Cn1cc(/C=C/C(=O)N2CCCC(C(=O)c3ccc(C(F)(F)F)cc3)C2)cn1 (stereo not given),0.0,-1.4,-0.7,-0.8,-0.3,-6.0,-1.7,-4.3,3.5
CCCCOc1ccc(Cl)cc1CSc1nnc(C)n1N,0.2,-0.3,-0.9,1.4,17.1,-1.6,1.0,-8.7,2.1
C[C@H](NC(=O)[C@H](Cc1ccccc1)NC(=O)c1cc2cc(Cl)ccc2n1C)C(=O)O,-0.1,2.1,4.0,12.6,-4.7,-3.5,-0.4,-14.6,-0.4
